# Tau fibril ThT – qHTS for Inhibitors of Tau Fibril Formation, Thioflavin T Binding; actives 2.1% (n = 270,000); recombinant tau K18 P301L, heparin-induced fibrillization, ThT fluorescence; Potency, µM (doses to about 57.4 µM), inactives show at the highest dose activity, negative = inhibition, usual class: inhibitors; further: on the % scale 0 is the no-effect control and ±100 the full control effect; nearly all actives have a fitted effect of over 55% in size
# Target sequence (P10636 561-689 P618L limits assumed): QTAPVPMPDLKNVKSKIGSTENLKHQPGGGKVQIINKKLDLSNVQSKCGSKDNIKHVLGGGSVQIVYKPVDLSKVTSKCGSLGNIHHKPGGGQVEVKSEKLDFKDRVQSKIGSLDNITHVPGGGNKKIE
#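 Aggregation was driven by heparin (20 uM final) acting on recombinant tau […] bearing P301L in 100 mM sodium acetate pH 7; fibrils were detected with Thioflavin T.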
# HttQ103 aggreg – qHTS Multiplex Assay to Identify Dual Action Probes in a Cell Model of Huntington: Aggregate Formation (GFP); PC12 HttQ103-GFP aggregates, Acumen cytometry, 40 h; Potency, µM (series often up to 46.1 µM), without a hit: at the top dose activity change, negative = inhibition, hits mostly inhibitors; actives 1.1% (n = 220,000); further: on the % scale 0 is the no-effect control and ±100 the full control effect; nearly all actives have a fitted effect of over 60% in size
#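 Steps: seed 1500 PC12 HTTQ103-GFP cells/well; add tebufenozide, 100 nM final; add compound titration; add ATPLite reagent; quantify GFP aggregates by laser scanning cytometry.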
# ALDH1A1 inh – qHTS Assay for Inhibitors of Aldehyde Dehydrogenase 1 (ALDH1A1) | Aldehyde dehydrogenase 1A1 (Homo sapiens), P00352 | Purified ALDH1A1, NADH fluorescence, propionaldehyde substrate | Potency, µM (highest dose often 75.3 µM), without a hit: at the highest dose activity, negative = inhibition, most hits filed as inhibitors | actives 7.3% (n = 220,000); active means well fitted inhibition curve with a large enough effect, not every such curve was filed as active; inconclusive means small, poorly fitted or top-dose-only effect, or another doubt; inactive means no such curve, though single readings can be large or run the other way;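 further: plate controls were no enzyme wells and a reference inhibitor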
# Target sequence (P00352 whole entry, looked up): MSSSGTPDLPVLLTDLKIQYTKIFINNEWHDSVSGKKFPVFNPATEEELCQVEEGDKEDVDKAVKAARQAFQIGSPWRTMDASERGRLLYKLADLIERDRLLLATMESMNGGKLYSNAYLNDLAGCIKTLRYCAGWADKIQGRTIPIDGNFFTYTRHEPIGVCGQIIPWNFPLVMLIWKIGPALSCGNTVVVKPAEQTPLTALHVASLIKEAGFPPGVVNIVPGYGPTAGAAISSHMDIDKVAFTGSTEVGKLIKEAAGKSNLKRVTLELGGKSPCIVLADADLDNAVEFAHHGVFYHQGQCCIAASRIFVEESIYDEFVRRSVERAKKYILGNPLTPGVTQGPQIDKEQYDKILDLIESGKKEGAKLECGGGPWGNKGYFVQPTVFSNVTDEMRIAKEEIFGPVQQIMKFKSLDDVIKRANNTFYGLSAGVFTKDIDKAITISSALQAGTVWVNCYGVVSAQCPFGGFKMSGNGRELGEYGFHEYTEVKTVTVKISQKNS
# Tau FP inhib – qHTS for Inhibitors of Tau Fibril Formation, Fluorescence Polarization; Microtubule-associated protein tau (Homo sapiens), P10636; K18 P301L tau heparin fibrillization, Alexa594 FP, 6 h; Potency, µM (highest dose often 57.7 µM), for inactives: top-dose activity, negative = inhibition, hits mostly inhibitors; actives 0.39% (n = 280,000); further: on the % scale 0 is the no-effect control and ±100 the full control effect; nearly all actives have a fitted effect of over 55% in size
#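 Heparin (20 uM) drove fibril formation of recombinant tau K18 P301L, 15 uM unlabeled with 0.24 uM Alexa 594 label, for 6 hr at 37 C in 100 mM sodium acetate pH 7. Fluorescence polarization (555/632 nm) read 1 hr after 30 uM ThT.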
# JMJD2E inh – qHTS Assay for Inhibitors of Human Jumonji Domain Containing 2E (JMJD2E); Lysine-specific demethylase 4E (Homo sapiens), B2RXH2; JMJD2E catalytic domain, FDH-coupled NADH fluorescence (FDH is formaldehyde dehydrogenase); Potency, µM (titrated, usually from 57.1 µM), for inactives: top-dose activity change, negative = inhibition, hits mostly inhibitors; actives 1.6% (n = 230,000); AID 2147, 2009; active means well fitted inhibition curve with a large enough effect, not every such curve was filed as active; inconclusive means small, poorly fitted or top-dose-only effect, or another doubt; inactive means no such curve, though single readings can be large or run the other way;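 further: 0% = wells with enzyme and -100% = buffer wells without enzyme; nearly all actives have a fitted effect of over 50% in size; many of its hits are not listed in these tables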
# Target sequence (B2RXH2 1-337 limits assumed): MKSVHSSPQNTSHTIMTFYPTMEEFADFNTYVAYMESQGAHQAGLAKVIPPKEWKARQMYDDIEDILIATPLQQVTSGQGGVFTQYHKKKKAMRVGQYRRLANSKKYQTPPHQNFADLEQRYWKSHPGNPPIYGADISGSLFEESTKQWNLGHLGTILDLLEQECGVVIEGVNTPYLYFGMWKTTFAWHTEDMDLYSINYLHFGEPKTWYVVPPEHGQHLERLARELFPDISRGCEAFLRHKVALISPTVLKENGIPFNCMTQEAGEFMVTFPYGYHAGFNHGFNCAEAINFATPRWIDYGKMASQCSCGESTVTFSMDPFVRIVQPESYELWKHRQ
# Tau fluor counter – Counterscreen qHTS for Inhibitors of Tau Fibril Formation, Fluorescence Polarization | tau K18 P301L (four-repeat tau fragment) Alexa594 fluorescence, heparin fibrillization | Potency, µM (doses to about 57.7 µM), without a hit: at the top dose activity change, negative = decrease | actives 0.93% (n = 280,000); further: on the % scale 0 is the no-effect control and ±100 the full control effect; nearly all actives have a fitted effect of over 55% in size
#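 Human K18 P301L tau (15 uM unlabeled plus 0.24 uM Alexa 594-labeled, final) in 100 mM sodium acetate pH 7 was mixed with compound and 20 uM heparin and incubated 6 hr at 37 C.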
# HTT cytoprotect – qHTS Multiplex Assay to Identify Dual Action Probes in a Cell Model of Huntington: Cytoprotection (ATP); PC12 HTT-Q103 induced, cytoprotection, ATP luminescence, 40 h; Potency, µM (highest dose often 56.4 µM), inactives show cytoprotection (ATP increase), most hits filed as activators; actives 0.14% (n = 230,000); AID 1471, 2008;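 further: % of control where 0% means no effect; nearly all actives have a fitted effect of over 45% in size; toxic huntingtin expression switched on by the ecdysone agonist tebufenozide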
#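 Rat PC12, Q103 Htt exon1-GFP fusion, ecdysone promoter; tebufenozide inducer 100 nM final; compound titration; qHTS, 1500 cells/well; ATPlite luminescent read.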
# SMN2 splice up – qHTS Assay for Enhancers of SMN2 Splice Variant Expression; HEK293 SMN2-luciferase splicing reporter, luminescence, 30-36 h; AID 1458, 2008; actives 2.8% (n = 210,000); Potency, µM (titrated, usually from 46.1 µM), inactives show at the top dose activity change, positive = activation, usual class: activators; further: % of control where 0% means no effect; nearly all actives have a fitted effect of over 55% in size
#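 qHTS luciferase splicing reporter: luminescence rises when SMN2 exon 7 is included in transfected HEK293 cells. Compound exposure lasted 30-36 h at 37C, with 4.5 mM final sodium butyrate as control, followed by a ONE-Glo read.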
# * hit, by the source's call; ? = inconclusive; nt = no result given; & = joins results of further samples; [ ] = another dose, or the depositor's remark. Unless noted, the call rests on the fitted dose curve; in most records, active means well fitted curve in the direction sought with a large enough effect; inconclusive means small, poorly fitted or top-dose-only effect, or another doubt; inactive means no such curve, though single readings can be large; an effect the other way counts as inactive or inconclusive. Potency means the concentration at half of the fitted maximal effect. An excerpt; count on the stated rates, not on these rows.
# Order of results – Tau fibril ThT	HttQ103 aggreg	ALDH1A1 inh	Tau FP inhib	JMJD2E inh	Tau fluor counter	HTT cytoprotect	SMN2 splice up
- Cn1c(=O)c2[nH]c(SCc3ccccn3)nc2n(C)c1=S
  ?	9%[9.22 µM]	-3%[13.5 µM]	-2%	-26%	-21%	-11%&7%[10 µM]	-5%[9.22 µM]
- CC1=NN(c2ccc(C)c(C)c2)C(=O)C1C(c1cccc(O)c1)C1C(=O)N(c2ccc(C)c(C)c2)N=C1C (stereo unspecified)
  ?	14%	0.71µM*	-2%	-20%	?	-19%	21%
- Oc1[nH]c2ccccc2c1C1=NCCCCC1
  -19%	10%[9.22 µM]	-6%	10%	8%	-19%	4%[10 µM]	nt
- c1ccc2c(CCNc3ncnc4nc[nH]c34)c[nH]c2c1
  ?	?	13%	7%	-3%	-17%	6%	-32%[inhibitor]
- N#Cc1ccc(Oc2nc(C(N)=O)cc(-c3ccccc3)n2)cc1
  -8%	-9%	3%	7%	?	-9%	-7%	16%
- COc1ccc(-n2c(=S)[nH]c3cc(C(=O)Nc4cccc(C)c4)ccc3c2=O)cc1
  -3%	7%	-14%	-16%	1%	-5%	0%[10 µM]	8%
- O=C(NCc1ccco1)c1ccc2c(c1)N(Cc1ccccc1)C(=O)c1ccccc1S2(=O)=O
  -2%	nt	nt	?	nt	?	nt	-1%
- O=C(NCCCN1CCCC1=O)c1cccs1
  -5%	-12%	-15%	-5%	1%	-1%	-8%	-4%
- CCCN(CCC)S(=O)(=O)c1ccc(C(=O)Nc2nnc(COC)o2)cc1
  3%	?	5%	3%	?	0%	-91%[inhibitor]	-54%[inhibitor]
- O=C(Nc1ccc(F)cc1)Nc1ccc(NC(=O)c2ccccc2O)cc1
  ?	-9%[9.22 µM]	nt	15%	?	?	-4%[10 µM]	nt
- O=C(NCc1ccc2c(c1)OCO2)C1CCC(CNc2c(N3CCCCC3)c(=O)c2=O)CC1 (stereo unspecified)
  -7%	-8%	8%	-5%	-6%	-5%	-3%	18%
- Cc1ccc(NC(=O)NCCCN2CCCC2=O)cc1
  -9%	17%	3%	4%	-1%	-5%	9%	12%
- CCCC(Oc1ccc(Br)cc1)c1nc2c3cc(OC)c(OC)cc3nc(=S)n2[nH]1 (stereo unspecified)
  -6%	?	5%	?	-6%	16µM*[quencher]	?	nt
- COCCN1C=C(C(=O)OC)C(c2ccc3c(c2)OCO3)C(C(=O)OC)=C1
  -6%	6%[9.22 µM]	?	-11%	?	-3%	-28%	-5%
- CCOC(=O)Cn1nc(C)n(-c2ccc(C(C)C)cc2)c1=O
  -3%	-8%	-5%	0%	3%	-3%	17%	-14%
- CCN(C(=O)COc1ccccc1)c1nnc(-c2cccnc2)s1
  -10%	5%	-4%	0%	0%	-9%	25%[10 µM]	-5%
- CCC(C)(C(=O)NC1CCCC1)N(C(=O)CNC(C)=O)c1ccccc1 (stereo unspecified)
  -4%	0%	-8%	3%	3%	0%	5%	25%
- CC(C)N(Cc1cnn(C)c1)Cc1nc(COc2ccccc2)no1
  -2%	29%[9.22 µM]	?	4%[2.34 µM]	-30%	-14%	8%[10 µM]	nt
- O=[N+]([O-])c1ccc2nc(-c3ccccc3)[nH]c2c1
  ?	12%	8%	4%	-6%	-22%	-1%[10 µM]	7.1µM*
- Nc1nc(CSc2nc3ccccc3s2)nc(Nc2ccccc2)n1
  2%	0%	-6%	0%	-2%	-5%	-24%[1.9 µM]	-8%
- CCOc1ccc(C(=O)Nc2nccs2)cc1[N+](=O)[O-]
  -15%	-4%	?	6%	4%	-14%	16%[10 µM]	-13%[1.84 µM]
- CCN(C(=O)Cn1cc(S(=O)(=O)N2CCN(c3ccccc3F)CC2)c2ccccc2c1=O)c1ccc(C)c(C)c1
  -8%	nt	nt	-12%	nt	-3%	nt	7%
- COc1cc(C2N(c3ccc(Cl)cc3)C(=O)C3CCCN32)cc(OC)c1OC (stereo unspecified)
  -6%	-10%	-1%	4%	3%	-9%	-13%	6%
- CSCC[C@H](NC(=O)Nc1ccc(C)cc1)C(=O)O
  -4%	14%[9.22 µM]	-6%	-3%	-4%	0%	-11%[0.074 µM]	-10%
- O=C(COC(=O)c1ccc(O)cc1)Nc1nccs1
  -2%	-3%[9.22 µM]	-1%	3%	9%	1%	4%[10 µM]	nt
- CC(C)C(O)(C#CCN1CCCCCC1)c1ccccc1 (stereo unspecified)
  -1%	2%[9.22 µM]	?	-3%	?	-16%	10%[10 µM]	nt
- COc1ccccc1N1CCN(C(=O)c2ccc3nc[nH]c3c2)CC1
  -8%	-10%	-4%	2%	0%	-16%	19%[10 µM]	-4%
- CCOc1cc(C)c(S(=O)(=O)N2CCCCC2)cc1C
  -23%	2%[9.22 µM]	6%	-9%	?	-18%	-6%[10 µM]	nt
- O=C(Nc1ccccc1C(=O)O)c1ccc(Cl)c(S(=O)(=O)N2CCOCC2)c1
  -8%	-31%	?	-2%	4%	-4%	-36%	-10%
- COc1ccc(S(=O)(=O)Nc2c(C)c(C)cc3c2ncn3C)cc1
  -5%	-2%	?	0%	3%	-2%	-34%[inhibitor]	?
- COC(=O)c1ccccc1NCCO
  -13%	24%[9.22 µM]	nt	-5%	?	-20%	0%[10 µM]	nt
- COc1cccc(-n2nnc3c(=O)n(Cc4ccc(Br)cc4)cnc32)c1
  4%	1%	9%	?	-1%	-18%	-26%[0.074 µM]	3%
- O=C(Oc1ccccc1)N1CCN(c2ccc(F)cc2)CC1
  -2%	-16%	-7%	5%	3%	-6%	6%[10 µM]	-2%
- O=C(Cn1cnc2c(oc3ccccc32)c1=O)N1CCCc2ccccc21
  3%	20%	20µM*	-7%	5%	-8%	-24%[0.074 µM]	-9%
- CC(C)(C)c1ccc(-c2nc3cc(NC(=O)c4cc5ccccc5o4)ccc3o2)cc1
  2%	nt	nt	-13%	nt	-11%	nt	4%
- CCC(=O)N(Cc1cc(=O)[nH]c2ccccc12)c1ccccc1
  -12%	0%[9.22 µM]	?	9%	-18%	-10%	21%[10 µM]	nt
- Cc1ccc(S(=O)(=O)Nc2cccc3cccnc23)cc1
  -16%	13µM*	?	-10%	18%	?	-42%[inhibitor]	-15%
- COCCNC(=O)C12CC3CC(C1)CC(c1ccccc1)(C3)C2
  1%	-11%	14%	9%	20%	5%	-19%	-13%
- CC(C)(C)c1ccc(C(=O)N2CCNCC2)cc1
  -12%	18%	9%	-6%	-1%	-9%	-4%	27%
- CC(C)(C)n1nnnc1CN1CCN(C2CCCC2)CC1
  -2%	-17%	2%	7%	2%	1%	10%[10 µM]	7%
- O=C(C1CCN(S(=O)(=O)N2CCC3(CC2)OCCO3)CC1)N1CCCCC1
  -4%	5%	2%	1%	-2%	-4%	nt	-5%
- Clc1ccccc1CSc1cc2c(nn1)-c1ccccc1CC2
  ?	?	-5%	6%	?	-3%	-27%	20µM*
- COc1ccc(-c2cc(=O)oc3cc(OCc4nn[nH]n4)ccc23)cc1
  -3%	0%	?	3%	?	3%	-2%[0.074 µM]	2%
- Nc1nonc1-n1nnc(C(=O)N/N=C/c2cccnc2)c1CSC1=NCCS1
  -16%	-16%[9.22 µM]	nt	-5%	1%	-14%	13%[10 µM]	nt
- COCCNC(=O)Cn1nc(-c2ccccc2OC)ccc1=O
  -11%	-5%	16%	-1%	5%	-7%	1%[10 µM]	-16%
- CC(=O)N1CCN(CC(=O)Nc2c(Cl)ccc(C)c2Cl)CC1
  -4%	11%	?	3%	0%	-4%	3%	-1%
- Cc1ccc2c(CC(=O)Nc3cc(C(F)(F)F)ccc3Cl)coc2c1C
  6%	nt	nt	-8%	nt	-5%	nt	16%
- Cc1ccc(C(c2nnnn2C(C)(C)C)N2CCN(C3CCCC3)CC2)cc1 (stereo unspecified)
  -19%	-7%	8%	0%	6%	-3%	5%	8%
- COc1ccc(NC2CS(=O)(=O)CC2OC(=O)c2ccc(F)cc2)cc1 (stereo unspecified)
  -11%	15%	9%	-3%	-1%	-5%	0%[10 µM]	-8%
- C[N+]1(CC(=O)OCCCc2ccccc2)CCOCC1
  -8%	0%	0%	-4%	-24%	-3%	3%	-6%
- CC(C)NC(=O)/C(C#N)=C\c1ccc(N(C)C)o1
  -12%	15%[9.22 µM]	?	9%	?	10%[2.34 µM]	7%[10 µM]	nt
- Cc1oc(-c2ccccc2)cc1C(=O)Nc1cccc(/C=C/C(=O)O)c1
  -10%	5%[9.22 µM]	-10%	9%	3%	-5%	3%[10 µM]	3%
- Cc1nn(-c2ncc(C(F)(F)F)cc2Cl)c(=O)n1-c1ccccc1F
  2%	15%	4%	-1%	5%	-2%	1%[10 µM]	12%
- Cc1ccc(CNC(=O)CCNC(=O)Cn2ccc3ccccc3c2=O)o1
  -21%	17%	-7%	-14%	?	-12%	-8%	-9%
- CCOc1ccc(C(=O)NCc2ccco2)cc1
  -18%	-9%	?	-4%	4%	0%	-25%[10 µM]	9%
- Cc1nc2cc(NC(=O)Nc3ccc(Br)cc3)ccc2o1
  17%	-24%	15%	?	?	?	-139%[inhibitor]	11µM*
- Cn1c(=O)n(C)c2cc(S(=O)(=O)NCc3ccccc3)ccc21
  -7%	-26%	?	-5%	0%	-4%	-16%	-16%
- CCOC(=O)c1sc(NC(=O)c2cccc(S(=O)(=O)N3CCN(C)CC3)c2)cc1C
  -4%	10%	?	?	-20%	?	-6%	25%
- O=C(NNC(=O)c1cccnc1)NC1CCCCC1
  -6%	-18%	-7%	1%	3%	-4%	-38%[inhibitor]	-11%
